Screening results deposited in PubChem BioAssay by Sanford-Burnham Center for Chemical Genomics.
PfGluPho inh: PfG6PD (Plasmodium falciparum) enzyme inhibition; inhibition, % at 20 µM; PfGluPho enzyme, NADPH resazurin-diaphorase fluorescence; 350,000 compounds, 0.78% hits;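 active means inhibition reaching at least a set limit at 20 µM in the primary screen, cut at about 59% in these data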;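 further: 0% = DMSO wells with substrate and 100% = DMSO wells lacking glucose-6-phosphate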
Apaf-1 inh: blocks human Apaf-1 apoptosome activity. reconstituted apoptosome caspase-3 activity, DEVD-Rh110 fluorescence. AID 489030. 330,000 compounds, 0.71% hits. inhibition, % at 20 µM. O14727; active means inhibition of at least 40% at 20 µM;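 further: plate controls were DMSO wells for no effect and DEVD-CHO caspase inhibitor wells for full effect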
Target sequence (O14727 whole entry, looked up): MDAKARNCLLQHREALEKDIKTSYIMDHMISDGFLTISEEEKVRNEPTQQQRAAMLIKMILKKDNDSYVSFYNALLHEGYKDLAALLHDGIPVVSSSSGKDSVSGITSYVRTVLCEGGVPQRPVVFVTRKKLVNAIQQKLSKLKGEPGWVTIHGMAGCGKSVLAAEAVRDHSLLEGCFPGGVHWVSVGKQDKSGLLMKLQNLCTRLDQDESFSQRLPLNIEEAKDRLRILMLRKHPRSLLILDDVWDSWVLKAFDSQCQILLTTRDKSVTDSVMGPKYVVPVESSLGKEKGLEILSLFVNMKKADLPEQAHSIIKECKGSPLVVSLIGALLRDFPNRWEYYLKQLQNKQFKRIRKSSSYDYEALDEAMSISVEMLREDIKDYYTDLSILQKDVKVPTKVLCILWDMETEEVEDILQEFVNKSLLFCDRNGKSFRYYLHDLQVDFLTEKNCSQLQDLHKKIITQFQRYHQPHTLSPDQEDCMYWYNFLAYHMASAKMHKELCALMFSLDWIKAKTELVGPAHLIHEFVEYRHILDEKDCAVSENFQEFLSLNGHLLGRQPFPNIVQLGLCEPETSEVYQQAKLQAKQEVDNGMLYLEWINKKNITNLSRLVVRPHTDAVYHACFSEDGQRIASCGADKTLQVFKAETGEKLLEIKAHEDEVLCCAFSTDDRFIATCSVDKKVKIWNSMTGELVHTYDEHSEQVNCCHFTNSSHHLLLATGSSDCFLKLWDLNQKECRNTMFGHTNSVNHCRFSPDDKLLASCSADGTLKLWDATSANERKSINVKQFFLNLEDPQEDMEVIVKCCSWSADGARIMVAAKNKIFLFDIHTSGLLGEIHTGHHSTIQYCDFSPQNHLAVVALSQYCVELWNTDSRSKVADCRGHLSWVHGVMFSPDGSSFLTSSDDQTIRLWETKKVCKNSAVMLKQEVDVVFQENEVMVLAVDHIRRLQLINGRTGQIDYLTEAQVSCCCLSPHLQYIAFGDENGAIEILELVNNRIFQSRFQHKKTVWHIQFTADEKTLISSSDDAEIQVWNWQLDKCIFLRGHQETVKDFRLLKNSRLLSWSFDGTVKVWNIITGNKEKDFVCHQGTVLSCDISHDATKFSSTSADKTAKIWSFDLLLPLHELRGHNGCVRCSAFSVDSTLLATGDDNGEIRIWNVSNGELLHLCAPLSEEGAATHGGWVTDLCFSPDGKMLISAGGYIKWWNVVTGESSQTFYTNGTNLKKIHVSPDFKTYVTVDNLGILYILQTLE
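Medium: Hepes buffer, pH 7.5 / System: biochemical Apaf-1 apoptosome reconstitution / Measured by: Rh110 fluorescence, excitation 480 nm, emission 540 nm / Times: compound with Apaf-1, dATP, procaspase-3 30 min, then 50 min reaction, room temperature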
SENP7 inh: SENP7 protease inhibition | Q9BQF6 | inhibition, % at 5 µM | AID 434973 | 330,000 compounds, 1.5% hits | recombinant SENP7, Z-RLRGG-aminoluciferin luminescence, 40 min;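 active means inhibition above about 50% at the single test dose, limit read from the data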;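 further: plate controls were DMSO with enzyme for no effect and no enzyme buffer wells for full effect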
SENP8 block-1: blocks the human protease SENP8; Q96LD8; purified SENP8, Z-RLRGG-aminoluciferin cleavage, luminescence; inhibition, % at 10 µM; 330,000 compounds, 1.2% hits; AID 2540; in the data active means inhibition above about 50%
SENP6 block: SENP6 protease inhibition; Recombinant SENP6 catalytic domain, aminoluciferin luminescence; 330,000 compounds, 1.8% hits; inhibition, % at 10 µM;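 active means inhibition above about 50% at the single tested dose, limit read from the data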;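 further: plate controls were DMSO wells with enzyme for no effect and DMSO wells lacking enzyme for full effect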
SENP1 inh: inhibitors of human SENP1 SUMO protease catalytic domain; AID 624204; 360,000 compounds, 0.21% hits; inhibition, % at 10 µM; recombinant SENP1 catalytic domain, CyPet-SUMO1-YPet FRET cleavage;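 active means inhibition at least 30% at 10 µM, raw YFP signal under a set limit, fluorescence ratio 0.5 to 1.5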;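 further: 0% = enzyme with DMSO and 100% = no enzyme wells; some results filed as inactive read as strong as hits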
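Assay system: hSENP1 catalytic domain, recombinant. Amount: SENP1 enzyme, 20 pM final. Schedule: 50 min reaction, RT, dark. Technique: FRET, CFP and YFP emission. Control set: no-enzyme wells low, DMSO-plus-enzyme wells high control.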
SENP8 block-2: blocks human SENP8 cleavage of Nedd8 substrate; Q96LD8; recombinant SENP8, Nedd8 substrate fluorescence; inhibition, % at 20 µM; 360,000 compounds, 0.64% hits; AID 602440; in the data active means inhibition mostly above about 40%, no sharp cut-off; inactive means mostly below about 27%
HKDC1 inhibitor: blocks human hexokinase HKDC1 activity; Q2TB90; recombinant HKDC1, G6PDH/diaphorase resazurin coupled fluorescence; inhibition, % at 20 µM; 340,000 compounds, 0.16% hits; AID 493160;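 active means inhibition above about 35% when tested at 20 µM, limit read from the data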;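 further: plate controls were DMSO wells with enzyme for no effect and DMSO wells lacking enzyme for full effect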
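Test system: Recombinant HKDC1 (HK5) hexokinase enzyme, produced in-house | Input: HKDC1 at 5 µg/mL | Buffer or medium: Tris pH 8.0 buffer with MgCl2, Tween-20, BSA, BME | Schedule: 90 min reaction incubation at room temperature, dark | Technique: Resazurin-to-resorufin fluorescence via G6PDH and diaphorase coupling, 525/613 nm | Controls: DMSO wells with and without enzyme mix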
Starred values were filed as active, the others as inactive; . = no result given.

SMILES	PfGluPho inh	Apaf-1 inh	SENP7 inh	SENP8 block-1	SENP6 block	SENP1 inh	SENP8 block-2	HKDC1 inhibitor
CCN(C(=O)c1ccc(Cl)c([N+](=O)[O-])c1)c1ccccc1	6	-7	2	1	17	-1	10	-1
O=S(=O)(c1ccc(Br)cc1)N1CCN(c2ccc3nnc(-c4ccccc4)n3n2)CC1	25	41*	3	9	3	0	-74	11
CN(C1CCCC1)C1CCN(C(=O)CNC(=O)/C=C/c2ccccc2)CC1	2	-6	1	-1	0	1	14	-8
COc1cccc(-c2nn(-c3ccc(C)cc3)cc2C(=O)N2CCN(C3CCS(=O)(=O)C3)CC2)c1 (stereo unspecified)	3	10	0	1	4	-2	5	-1
Cc1ccc(C#CC[N+]2(CC#Cc3ccc(C)cc3)CCCCC2)cc1	11	-12	8	2	-16	-6	13	1
S=C(NCc1ccccn1)Nc1cccc(Cl)c1	1	-6	7	4	-1	-2	7	-5
OC(COc1ccc2ccccc2c1)Cn1ccnc1 (stereo unspecified)	3	-17	-5	0	-11	2	15	-4
CCN(C(=O)CSc1nnnn1-c1ccc(OC)cc1)C1CCS(=O)(=O)C1 (stereo unspecified)	13	-10	-1	6	-9	4	2	0
CC(=O)Oc1ccc(OC(C)=O)c(SCCCCCCl)c1	1	.	.	.	.	0	12	7
CC1=C(O)C(=O)OC1c1c(Cl)cccc1Cl (stereo unspecified)	-12	-2	5	2	-9	1	2	6
CCOC(=O)c1cc(=O)c2ccc(OCC(=O)Nc3ccc(F)cc3)cc2o1	0	-2	1	1	17	-1	10	0
CC1CCN(C(=O)COC(=O)c2ccccc2C(=O)c2ccccc2)CC1	19	1	0	8	0	-3	2	-4
CCOc1cc(NC(=S)NCCCN2CCOCC2)c(OCC)cc1NC(=O)C1CC1	12	4	-1	3	12	-3	20	-1
CCN(CC(=O)Nc1ccc(OC)cc1)C(=O)c1ccc(N2C(=O)CCC2=O)cc1	-4	-8	-6	4	6	1	2	-7
O=C(Nc1cccc(O)c1)c1cccc(S(=O)(=O)N2CCCC2)c1	2	3	-3	0	-4	1	17	-5
Cn1cccc1/C=N/n1cnnc1	-1	-15	3	-4	-7	2	4	-5
CCN(C(=O)CSc1nc2nc(C)cc(C)n2n1)c1cccc(C)c1	-4	0	-2	-6	-1	1	7	1
C/C(N)=C(/C#N)C(=O)COC(=O)C(c1ccccc1)c1ccccc1	-2	2	7	4	15	1	-6	-2
CCCCN(C(=O)c1ccc(-n2nc(C)cc2C)cc1)c1c(N)n(CCC)c(=O)[nH]c1=O	-10	2	-3	-1	-4	-1	7	0
COc1ccc(NCc2nc3ccccc3n2CCOc2ccc(C)cc2)cc1	27	27	-18	-12	23	-10	30	1
c1coc(-c2nc3nc4ccccc4nc3n2-c2ccc3c(c2)OCCO3)c1	7	.	.	.	.	-10	-117	-2
Cc1ccccc1NC(=O)COC(=O)c1ccc(CSc2ccc(Cl)cc2)cc1	6	-8	3	4	7	3	9	-8
O=C(CC1CC2CCC1C2)N1CCN(S(=O)(=O)c2ccccc2[N+](=O)[O-])CC1 (stereo unspecified)	0	10	9	2	2	1	19	-8
CC(C)c1ccc(N(CC(=O)NC2CCCC2)C(=O)CCC(=O)Nc2ccccn2)cc1	17	19	4	6	22	0	2	-6
COc1cccc(CN2CCC(C(=O)N3CCC(C)CC3)CC2)c1	7	9	-10	-11	-21	-1	5	4
CN1CCCN(C(=O)c2ccc(Br)s2)CC1	-14	2	11	-3	-2	1	1	-3
CCCn1c(SCC(=O)Nc2ccc(Cl)cn2)nnc1C1CC1	12	-6	4	-8	-20	0	0	-5
Cc1nc(SCC(=O)NC2CCCC2)c2c(C)c(C)sc2n1	-5	-3	1	10	5	1	11	-2
O=S(=O)(NCc1cc(-c2ccc(Cl)cc2)no1)c1ccc(Cl)cc1	-1	22	15	0	1	1	15	3
COc1cccc2cc(C(C)OC(=O)Nc3ccc(C)cc3)oc12 (stereo unspecified)	6	-1	3	5	-6	2	-7	-1
CC(Sc1ncnc2ccccc12)C(=O)Nc1ccc2c(c1)OCCO2 (stereo unspecified)	-6	-2	-3	2	-2	-14	-7	-2
CC(=O)Nc1ccc2c(c1)-c1ccc(F)cc1C2=O	18	.	.	.	.	23	18	2
CCCc1cc(=O)[nH]c(SCC(=O)Nc2cc(S(=O)(=O)N3CCCCC3)ccc2Cl)n1	-22	.	.	.	.	-5	-4	-2
CC(C)CN1CCN(Cc2ccc(C#CC(C)(C)O)cc2)CC1CCO (stereo unspecified)	4	-10	7	11	5	1	7	-1
CC(=O)N1CCN(c2ccccc2NC(=O)COc2cc(C)ccc2C(C)C)CC1	2	28	-1	-5	-6	-1	15	-1
CCC1=C(OC(=O)N(CC)CC)N2C(=O)OC(=NCC3CC3)[C@]2(Cc2ccccc2)[C@H]2C1=CC[C@H]1C(=O)N(c3ccccc3)C(=O)[C@H]12	14	15	-1	3	-3	17	-7	2
Cc1ccc2c(Cl)cc(Cl)c(OCC(=O)NC(C)(C)C)c2n1	-5	14	2	-6	-7	-2	-28	4
CC1CC(=O)N(CCc2ccccc2)C(=O)C1	-24	.	.	.	.	2	5	-4
COc1ccc(/C=C(/NC(=O)c2ccccc2)C(=O)N2CCCCC2)cc1	-3	5	11	-3	-3	2	10	-10
c1ccc(C2CC(c3ccccc3)C(c3ccccc3)N2)cc1 (stereo unspecified)	-6	7	-12	-11	-5	0	2	-3
Cc1cc(=O)[nH]c(-c2ccc(C(F)(F)F)cc2)n1	4	-5	-2	-2	3	-1	6	4
COc1ccc2oc(=O)c(C(=O)N3CCc4ccccc43)cc2c1	-28	10	-9	-6	-3	-3	14	3
CC(=O)Oc1ccc(Cl)cc1/C=C/c1ccc2ccccc2n1	40	13	43	18	26	34*	-223	15
COc1ccccc1OCCn1cc(C(=O)O)c2ccccc21	-23	-4	1	8	13	-1	17	2
O=C(C1CCC(=O)N(C2CC2)C1)N1CCC(Oc2cccc(F)c2)CC1 (stereo unspecified)	-3	-6	-2	-1	5	1	8	-7
O=C(OCC(=O)N1CCN(S(=O)(=O)c2ccc(Cl)cc2)CC1)C1CCC1	-13	7	-10	-9	-13	1	17	-6
OCC(O)/C=N/Nc1nc(N2CCCCC2)nc(N2CCCCC2)n1 (stereo unspecified)	-4	-10	2	7	17	2	6	-7
Nc1nc(C2CCCCC2)cs1	12	-12	-1	-1	8	0	8	-9
C=C1CCC[C@]2(C)C[C@H]3OC(=O)C(CNC(C)(CO)CO)[C@H]3CC12 (stereo partly specified)	10	3	-8	7	1	1	25	0
Cc1cc(OCC(=O)NCc2cccnc2)c2c(C)c(Cc3ccccc3)c(=O)oc2c1	10	13	-6	-3	-10	-2	-184	10

(next part)
SMILES	PfGluPho inh	Apaf-1 inh	SENP7 inh	SENP8 block-1	SENP6 block	SENP1 inh	SENP8 block-2	HKDC1 inhibitor
CC(C)[C@H](N)c1nnc2n1N=C(c1ccc(Cl)cc1)CS2	-1	3	-3	-9	5	2	14	2
CC(C)CC(=O)N1CCC(N(CCc2ccccc2)Cc2ccccc2)CC1	-1	19	5	3	7	2	8	2
O=C(COc1ccc2ccccc2c1)Nc1ccncc1	-5	9	-4	-4	-17	2	6	3
O=C(NCCN1C(=O)CCC1=O)c1ccncc1	-25	0	0	4	-12	-1	16	1
Cc1ccc(NCC(=O)NNC2=NCCC2)c(C)c1	-7	0	-7	2	-1	0	8	1
CCCCCN1C(=O)Cn2c(nc3ccccc3c2=O)C1C (stereo unspecified)	-13	3	0	1	1	1	2	1
COc1cccc(CNC(=O)C(C)n2ccc3cc(S(=O)(=O)N4CCCC4)ccc32)c1 (stereo unspecified)	10	8	4	0	13	0	15	-4
CC(C)(C)SCCSC1=CC(=O)CC(c2ccccc2)C1 (stereo unspecified)	-4	21	-7	-5	-3	0	10	5
Cc1cc(N2CCN(C(=O)c3cccs3)CC2)c(F)cc1[N+](=O)[O-]	18	10	2	-4	1	1	18	0
COC(=O)c1cccc(NCN2C(=O)c3ccccc3C2=O)c1	-13	0	2	4	-13	4	-26	-4
Cc1ccc(NC(=O)CSc2n[nH]c(-c3ccco3)n2)c(C)c1	-12	-2	7	-6	10	-1	7	3
Cc1ccccc1OCC(=O)Nc1ccc(N2CCN(C(=O)C(C)C)CC2)c(Cl)c1	22	30	6	1	-11	2	13	7
O=C(Nc1ccccc1)N(Cc1ccc(Cl)cc1)CC(O)C(F)(F)F (stereo unspecified)	4	-3	-2	3	-9	1	11	-3
COCCN(C(=O)Nc1ccc(OC)cc1OC)C1CCN(C(C)C)CC1	-1	-34	1	7	-10	0	8	-2
CCc1c(C)sc2nc(SCC(=O)Nc3cc(C)on3)n(CCOC)c(=O)c12	0	1	1	-4	4	2	9	-9
N=c1sccn1CC(=O)Nc1cccc2ccccc12	-8	-6	8	2	10	0	2	-2
COc1cc(CN2CCC(n3nccc3NC(=O)CCCc3ccccc3)CC2)ccc1O	2	-2	2	0	18	-1	0	0
CCOc1cc(S(=O)(=O)NCCCn2ccnc2)ccc1Cl	2	-6	-5	0	-5	2	22	-6
COc1ccc(C2(C(=O)O)CCCC2)cc1	6	-13	-1	-6	-6	1	13	-6
COc1ccc(/C=C2\CCc3ccccc3C2=O)cc1OC	0	-9	25	33	52*	-13	1	17
CC(C(=O)Nc1cc([N+](=O)[O-])ccc1Cl)N1CCN(c2ccc(O)cc2)CC1 (stereo unspecified)	60*	.	.	.	.	3	17	7
CCOC(=O)C1=C(C)NC2=C(C(=O)CC(C)(C)C2)C1c1coc2ccccc2c1=O (stereo unspecified)	-5	7	-2	-1	-14	-30	-19	-2
O=C(c1ccc(Br)o1)N(c1ccc(Br)cc1)C1C=CS(=O)(=O)C1 (stereo unspecified)	10	-15	17	-1	-24	3	8	-1
Cc1nn(-c2ccccc2)c(C)c1P(=O)(c1ccccc1)N(C)C (stereo unspecified)	-5	-7	11	-10	-12	1	-2	-1
COc1ccc(C(CCNCc2ccc(N(C)C)cc2)c2ccccc2OC)cc1 (stereo unspecified)	2	14	-3	-1	-23	1	9	2
COc1ccc(C2N(Cc3ccccc3)CCN2Cc2ccccc2)cc1[N+](=O)[O-]	13	-15	5	5	-5	2	18	-6
COc1cc(/C=C2/SC(=S)N(CCC(=O)Nc3ccc(C(=O)O)cc3)C2=O)cc(OC)c1OC	-11	-1	3	20	27	14	20	4
Cc1nnc2c3ccccc3c(-c3cccc4ccccc34)nn12	14	.	.	.	.	3	-5	-6
